# Screens: PubChem, several laboratories
# CHRM4 PAM – human M4 muscarinic receptor positive allosteric modulators, primary screen, CHO-K1 cells, Fluo-8 calcium fluorescence; Muscarinic acetylcholine receptor M4 (Homo sapiens), P08173; CHO-K1 hM4/Gqi5, ACh EC20; 0% = ACh EC20, 100% = maximal ACh; activation, % at 3 µM; hit rate 0.4% among 360,000;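 active means activation above its plate's cutoff, the mean activation of sample wells plus 3 SD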; further: some results filed as inactive read as strong as hits
# Target sequence (P08173 whole entry, looked up): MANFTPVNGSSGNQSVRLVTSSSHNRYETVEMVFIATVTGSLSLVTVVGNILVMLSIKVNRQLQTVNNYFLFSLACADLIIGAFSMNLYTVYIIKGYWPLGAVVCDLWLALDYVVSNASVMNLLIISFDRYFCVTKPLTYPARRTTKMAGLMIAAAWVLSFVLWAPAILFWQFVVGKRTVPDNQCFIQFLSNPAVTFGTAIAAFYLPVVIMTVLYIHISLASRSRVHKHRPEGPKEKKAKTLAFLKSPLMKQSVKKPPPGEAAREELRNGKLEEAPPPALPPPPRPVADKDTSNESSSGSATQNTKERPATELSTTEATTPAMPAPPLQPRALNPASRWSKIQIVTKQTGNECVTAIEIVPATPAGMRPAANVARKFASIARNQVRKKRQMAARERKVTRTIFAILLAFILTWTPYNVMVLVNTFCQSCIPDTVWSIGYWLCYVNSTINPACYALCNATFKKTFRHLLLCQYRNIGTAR
# M5 ag – human M5 muscarinic receptor agonists, primary screen, CHO-K1 cells, Fluo-8 calcium fluorescence. Muscarinic acetylcholine receptor M5 (Homo sapiens), P08912. CHO-K1 hM5 cells; 0% DMSO wells, 100% maximal acetylcholine response. activation, % at 3 µM. hit rate 0.19% among 360,000;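 active means activation above the run's mean over test compounds plus 3 SD, cut at about 23% in these data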;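 further: signal is peak over basal fluorescence ratio across the kinetic read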
# Target sequence (P08912 whole entry, looked up): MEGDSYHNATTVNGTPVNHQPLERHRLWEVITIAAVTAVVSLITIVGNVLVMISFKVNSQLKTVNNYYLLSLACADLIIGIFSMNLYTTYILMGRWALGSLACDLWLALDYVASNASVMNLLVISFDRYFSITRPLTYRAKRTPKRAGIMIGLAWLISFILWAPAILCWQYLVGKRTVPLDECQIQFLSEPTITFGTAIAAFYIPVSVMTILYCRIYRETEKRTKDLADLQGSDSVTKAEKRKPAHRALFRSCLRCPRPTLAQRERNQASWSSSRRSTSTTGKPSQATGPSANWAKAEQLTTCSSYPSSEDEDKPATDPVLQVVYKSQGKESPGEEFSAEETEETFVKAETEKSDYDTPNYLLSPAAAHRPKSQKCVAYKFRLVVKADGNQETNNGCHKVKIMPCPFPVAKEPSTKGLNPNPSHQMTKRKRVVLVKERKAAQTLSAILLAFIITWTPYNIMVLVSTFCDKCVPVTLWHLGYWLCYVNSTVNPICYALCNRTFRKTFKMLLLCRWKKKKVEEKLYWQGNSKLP
# M5 antag – human M5 muscarinic receptor antagonists, primary screen, CHO cells, Fluo-8 calcium fluorescence; inhibition, % at 3 µM; Muscarinic acetylcholine receptor M5 (Homo sapiens), P08912; CHO-hM5 cells, ACh EC80; hit rate 0.59% among 360,000;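 active means inhibition above a per-plate cutoff, the mean of that plate's test compounds plus 3 SD, cut at about 27% in these data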;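 further: 0% = acetylcholine EC80 with DMSO and 100% = DMSO without agonist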
# CRFBP-R2 block – antagonists of CRF-BP/CRF-R2 complex, primary screen, cell-based, HEK293, calcium dye fluorescence, uHTS | AID 588475, 2011 | CRF-induced calcium fluorescence | inhibition, % at 11.8 µM | hit rate 0.59% among 350,000;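 active means inhibition of the ligand-induced calcium signal above about 50% at the single tested concentration, limit read from the data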
# M1 PAM – human M1 muscarinic receptor positive allosteric modulators, primary screen, CHO-K1 cells, Fluo-8 calcium fluorescence, 1536-well | Muscarinic acetylcholine receptor M1 (Homo sapiens), P11229 | CHO-K1 hM1, ACh EC20; 0% = ACh EC20, 100% = maximal ACh | activation, % at 3 µM | hit rate 0.088% among 360,000 | AID 588819, 2011; in the data active means activation above about 19%, passing the limit was not always enough
# CHRM4 agonist – human M4 muscarinic receptor agonists, primary screen, CHO-K1 cells, Fluo-8 calcium fluorescence; Muscarinic acetylcholine receptor M4 (Homo sapiens), P08173; CHO-K1 hM4/Gqi5; vehicle 0%, full acetylcholine response 100%; activation, % at 3 µM; hit rate 0.14% among 360,000; AID 624127, 2012;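 active means activation above the run mean over all test wells plus 3 SD, cut at about 32% in these data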;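 further: peak over basal fluorescence ratio per well then scaled between controls; 0% = DMSO wells and 100% = acetylcholine at EC100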
# CRFR2-BP ag – agonists of CRF-BP/CRF-R2 complex, primary screen, cell-based, HEK293, calcium dye fluorescence, uHTS. CRF-binding protein / CRF receptor 2 complex (human). calcium dye fluorescence (FLIPR); percent of saturating CRF peptide response. activation, % at 13.2 µM. hit rate 0.46% among 350,000;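 active means activation of at least 50%, plus an integration ratio under a set limit after plate pattern correction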;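 further: plate controls were neutral control wells without compound for no effect and CRF at EC100 for full effect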
# M4 antag – human M4 muscarinic receptor antagonists, primary screen, CHO cells, Fluo-8 calcium fluorescence; CHO-hM4 cells, ACh EC80; inhibition, % at 3 µM; hit rate 0.73% among 360,000;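 active means inhibition above its plate's cutoff, the mean inhibition of sample wells plus 3 SD, cut at about 27% in these data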;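 further: 0% = acetylcholine EC80 with DMSO and 100% = DMSO without agonist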
# CHRM5 PAM – human M5 muscarinic receptor positive allosteric modulators, primary screen, CHO-K1 cells, Fluo-8 calcium fluorescence; Muscarinic acetylcholine receptor M5 (Homo sapiens), P08912; CHO-K1 hM5, ACh EC20 PAM; 0% = ACh EC20, 100% = ACh EC100; activation, % at 3 µM; hit rate 0.3% among 360,000;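 active means activation above the run cutoff, the mean activation of all test compounds plus 3 SD, cut at about 18% in these data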
#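 System – CHO-K1 hM5 cells · Compound – 3 µM, single dose · Incubation – compound preincubation 140 s before EC20 acetylcholine addition · Technique – Fluo-8 calcium fluorescence · Measure – Max/basal fluorescence ratio as % of EC20–EC100 ACh window · Benchmarks – low control EC20 acetylcholine (0%), high control EC100 acetylcholine (100%) · Replication – singlicate, one well per test compound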
# An asterisk follows results filed as active; · = not tested or not shown.
SMILES,CHRM4 PAM,M5 ag,M5 antag,CRFBP-R2 block,M1 PAM,CHRM4 agonist,CRFR2-BP ag,M4 antag,CHRM5 PAM
COc1ccc(N2CCN(CC(O)COc3ccc4c(c3)CCC4)CC2)cc1 (configuration not stated),-0.9,-5.0,-3.3,-8.8,1.4,6.1,-0.3,-15.7,-3.9
CN1C(=O)NC(c2cccc([N+](=O)[O-])c2)C2=C1CCCC2=O (configuration not stated),-2.0,-4.5,1.0,-0.5,6.0,0.7,1.1,3.0,-3.5
Oc1c(CN2CCN(c3ccccn3)CC2)cc(Cl)c2cccnc12,6.6,-8.7,-6.7,-8.9,-7.8,3.1,0.2,-5.5,-0.7
Brc1ccc(-c2csc(N/N=C/c3cccnc3)n2)cc1,1.8,17.1,-19.9,-41.9,-7.0,5.6,-0.4,-9.3,15.7
COC(=O)c1cc(S(=O)(=O)NCC2CCN(CCc3ccc(OC)cc3)CC2)c[nH]1,-2.2,-7.4,9.9,3.2,2.3,0.8,0.6,1.8,-4.0
O=C(NCc1ccco1)c1ccc(C(=O)NCc2ccco2)s1,3.1,-1.9,-1.1,-0.1,1.8,-0.1,-0.7,-0.5,-1.1
CCCNC(=O)C1CC(=O)N(c2ccc(OCc3ccc(F)cc3)cc2)C1 (configuration not stated),-0.9,8.3,-15.9,8.3,-1.9,9.8,-1.2,-10.5,3.4
O=C(Nc1ccc(OCC(F)(F)C(F)F)cc1)c1ccncc1,-24.1,4.9,18.9,9.7,-9.9,27.4,-0.9,9.4,-24.3
O=C(COc1ccc(-c2ccccc2)cc1)NN=C1CCCC1,8.1,-1.5,4.2,-7.6,1.3,1.8,1.2,-3.0,0.1
CCOC(=O)c1c(NC(=O)c2c(-c3ccccc3)noc2C)sc(C)c1-c1ccccc1,-1.2,-3.6,-12.0,-15.6,-1.3,-0.8,-0.2,-1.7,1.7
CNC(=O)Cn1ncc2c3ccccc3n(C)c2c1=O,-6.0,0.2,2.1,2.0,0.9,0.6,-0.4,0.2,2.8
Cc1nc2ccccc2c(=O)n1/N=C/c1ccc(C(C)C)cc1,-1.5,-3.8,7.5,25.0,-0.6,-0.6,1.1,-3.6,-3.4
COc1ccc(CNC(=O)COc2cc3c(c4oc(=O)cc(C)c24)CCC(C)(C)O3)cc1OC,-1.2,2.4,1.3,11.6,-9.6,7.5,-3.8,-11.4,-4.5
CCOc1ccc(N2C(=O)S/C(=C\c3ccc(O)c(OCC)c3)C2=O)cc1,-18.7,1.9,2.9,-13.0,2.5,0.3,4.9,8.9,2.8
CCOC(=O)N1CCN(c2ccc(S(=O)(=O)N3CCC(C)CC3)cc2[N+](=O)[O-])CC1,-5.5,1.7,16.2,-5.6,8.4,27.2,0.4,6.6,-15.8
Cc1ccccc1CN1CCN(S(=O)(=O)c2cccs2)CC1,1.8,-8.8,-5.3,19.6,-5.2,-1.1,1.7,-6.8,-8.5
Cc1nc2ccccn2c1C(=O)NCc1ccc2c(c1)OCO2,0.7,9.2,9.7,-21.2,2.8,8.2,0.1,0.3,-11.8
COc1ccc(N2CCN(C(=O)CN(C)S(=O)(=O)c3ccc4c(c3)c(=O)n(C)c(=O)n4C)CC2)cc1,-4.3,-3.7,5.1,-5.5,-0.4,0.8,1.2,6.0,-2.9
COc1ccccc1-n1c(-c2ccccc2)n[nH]c1=S,2.6,-3.5,12.4,-13.8,11.2,0.4,-5.0,-3.6,14.1
COc1ccc(C(CNC(=O)c2ccc(Cl)s2)N2CCOCC2)cc1 (configuration not stated),-5.0,-3.7,3.3,-5.4,-1.5,-1.0,0.1,1.3,10.6

# Of the compounds above, two contain an NH in an aromatic ring:
SMILES,CHRM4 PAM,M5 ag,M5 antag,CRFBP-R2 block,M1 PAM,CHRM4 agonist,CRFR2-BP ag,M4 antag,CHRM5 PAM
COC(=O)c1cc(S(=O)(=O)NCC2CCN(CCc3ccc(OC)cc3)CC2)c[nH]1,-2.2,-7.4,9.9,3.2,2.3,0.8,0.6,1.8,-4.0
COc1ccccc1-n1c(-c2ccccc2)n[nH]c1=S,2.6,-3.5,12.4,-13.8,11.2,0.4,-5.0,-3.6,14.1

# More records:
SMILES,CHRM4 PAM,M5 ag,M5 antag,CRFBP-R2 block,M1 PAM,CHRM4 agonist,CRFR2-BP ag,M4 antag,CHRM5 PAM
COc1ccc2cc(CN(C)C(=O)CN3C(=O)NC4(CCCC4)C3=O)ccc2c1,-2.7,0.7,-1.9,-1.3,1.6,6.8,-0.1,-7.5,-2.0
Cc1ccc(CNC(=O)CCNS(=O)(=O)c2cccs2)cc1,8.6,-2.4,-1.2,4.2,-0.1,0.4,0.8,1.9,-2.3
COc1ccc(C2=C(Nc3ccccc3)c3ccccc3C2=O)cc1,-9.3,-5.0,-1.3,-32.1,-0.2,2.2,0.1,-2.3,-0.4
Cc1nnc(NC(=O)c2nn(CC(C)C)c(=O)c3ccccc23)s1,-4.8,-2.0,7.4,-21.4,-4.3,-1.7,-1.0,1.4,2.4
Cn1c(Cn2c(=O)sc3ccccc32)nnc1SCC(=O)NC1CCCCC1,-3.2,0.5,7.4,6.8,9.4,0.9,0.4,-2.6,-4.3
Cc1cc(Cl)c(OCCCNCc2ccccc2)c(Br)c1,-13.2,7.9,6.4,-34.1,-10.4,27.7,-0.9,17.4,-5.5
CN(CCOc1ccccc1)c1ccc(S(=O)(=O)N2CCCCC2)cn1,3.6,-4.8,14.9,-35.7,3.5,-0.1,4.4,-10.5,-5.5
CCCCCN1CC(O)=C(c2nc(-c3ccc(Cl)cc3)cs2)C1=N,5.6,0.3,1.2,-43.9,1.7,0.1,5.6,-9.8,-0.5
CC1(C(=O)NCc2ccco2)Cc2c(-c3cccc(C(F)(F)F)c3)ccnc2O1 (configuration not stated),-2.4,-0.5,-3.8,·,-3.2,4.0,·,3.6,3.9
O=C(NCCn1cccn1)C1CCC(=O)N(CC2CCCCC2)C1 (configuration not stated),2.9,-2.5,8.0,10.4,10.0,0.7,-1.0,-3.1,-0.2
CC(=O)Nc1cncc(-c2ccccc2CO)n1,1.7,0.6,-6.5,·,6.5,0.6,·,-7.0,3.0
O=C(CSc1nnc(NC2CCCCC2)s1)NCc1ccco1,-8.1,-4.1,-7.5,0.3,1.1,0.5,1.1,-7.8,-2.7
O=C(Nn1c(C2CCC2)nc2ccccc2c1=O)c1cccs1,-0.8,-3.9,3.2,1.8,6.5,1.5,-0.6,4.3,-5.1
CCC(=O)Nc1cccc(-c2ccc(N3CCCCC3)nn2)c1,-0.4,-1.9,-8.2,7.1,-0.7,3.9,-1.4,-5.4,-3.4
COc1cc(/C=C/C(=O)OCC(=O)c2c(N)n(C)c(=O)n(C)c2=O)ccc1OC(F)F,-2.0,5.9,2.0,0.4,1.6,1.8,-1.5,2.6,-1.6
O=C(c1ccc(Cl)cc1)N1CCC(c2nc(-c3cccs3)no2)CC1,6.5,-1.3,1.5,-2.6,-2.5,1.8,0.5,-0.2,-7.0
O=C(CN1CCC2(CC1)OCCO2)c1ccc2cc[nH]c2c1,-2.3,1.2,-1.0,18.3,8.0,5.2,-0.9,0.1,-7.5
CCn1c(SCC(=O)OC)nc2cc(S(=O)(=O)N3CCOCC3)ccc21,-0.7,2.6,3.3,8.5,9.2,0.8,0.4,0.3,5.0
CCOC(=O)c1cc(S(=O)(=O)NCc2ccco2)cn1C,-1.1,-4.2,5.0,6.7,4.2,0.6,0.8,-5.8,0.8
O=C(c1ccc(Cl)s1)N1CCc2ccccc21,-4.2,-6.6,-1.6,-14.1,-7.4,-0.5,-0.4,-1.5,-1.0
CCCCOC(=O)/C=C\C(=O)NC(N)=O,-1.6,-1.6,7.1,-0.4,13.5,-0.1,1.7,5.5,0.5
O=C(NCc1ccccc1C(F)(F)F)C1CC(O)CN1C(=O)Nc1ccccc1 (configuration not stated),0.5,-1.9,6.0,3.6,3.4,0.7,-0.6,-1.3,-0.8
Cc1ccc(NS(=O)(=O)c2cccc3cccnc23)c(Br)c1,-1.9,-3.1,1.6,1.2,3.8,0.7,0.4,-0.2,-6.0
COc1ccc(CNC(=O)C23CN(Cc4ccccc4)CC2C(c2ccc([N+](=O)[O-])cc2)=NO3)cc1 (configuration not stated),-1.7,-1.8,12.5,9.3,-13.8,1.9,-2.0,-1.5,-3.9
Cc1cccc(C(=O)OCC(=O)NC(=O)NCc2ccccc2)c1,14.9,-2.0,-4.9,4.4,12.2,-1.0,0.9,-13.8,1.8
O=C(NC(=S)N1CCCCC1CO)C12CC3CC(CC(C3)C1)C2 (configuration not stated),8.7,-2.7,2.8,0.7,4.6,0.5,0.2,1.4,7.8
Cc1cc(C(=O)CCl)c(C)n1-c1ccon1,-2.6,-2.5,3.9,-13.9,6.6,0.9,-0.6,-6.6,-0.2
CCOC(=O)C1CCCN(C(=S)NC(=O)/C=C/c2ccc(F)cc2)C1 (configuration not stated),-1.0,-2.7,-6.6,2.3,0.8,2.3,-1.4,1.9,1.4
O=C(Oc1ccc(C(=S)N2CCOCC2)cc1)c1ccccc1F,-1.5,-0.5,-8.6,12.8,4.7,4.0,-0.6,-9.7,4.2
OCC1(Cc2ccccc2)CCN(CCCC2CCCC2)CC1,-55.5,-16.9,7.4,-16.9,-20.9,7.9,-0.8,49.1*,-17.4
CC1CCCN(CCCN2C(=O)C3C(C(=O)Nc4cccc(Cl)c4)C4C=CC3(O4)C2C(=O)NC2CCCCC2)C1 (configuration not stated),-1.0,-1.8,14.2,-27.0,11.2,0.3,-0.2,1.3,1.4
CC1CC(C)CN(C(=O)CCS(=O)(=O)c2ccc3c(c2)NC(=O)CS3)C1 (configuration not stated),0.6,3.7,-18.5,14.6,10.1,10.0,0.0,-5.5,3.3
OCc1ccccc1-c1ccc2nncn2c1,-5.9,0.3,16.1,·,-4.8,-0.7,·,9.5,-8.6
CCCc1nnc(SCC(=O)N2CCOCC2)n1Cc1ccco1,6.8,-3.5,-9.6,-26.1,2.0,0.3,0.2,-11.1,5.7
c1cc(C2OCCN2CC2COC3(CCCC3)O2)ccn1 (configuration not stated),11.9,-2.5,-6.1,25.8,1.9,1.0,0.2,-1.2,-2.2
O=S(=O)(NCc1csc(-c2cccs2)n1)c1ccc(Cl)cc1,-1.3,3.6,-0.1,-1.9,16.1,0.9,-0.1,-0.5,7.3
CC(C)(C)c1ccc(-c2cc(N)n[nH]2)cc1,4.5,1.2,8.9,-30.5,9.6,-0.5,3.5,-12.0,-6.1
CCOC(=O)c1cn2nc(-c3ccc(OCC)cc3)cc2nc1C1CCN(C(=O)OC(C)(C)C)CC1,7.2,-1.4,-5.0,-25.1,8.2,-0.1,-0.8,0.7,7.4
COc1ccc(F)cc1S(=O)(=O)Nc1cc2c3c(c1)CCC(=O)N3CCC2,4.7,1.9,-2.6,-0.2,7.1,2.1,-0.2,0.9,5.4
